# ALOX12 inh = inhibitors of human 12S-lipoxygenase ALOX12; purified 12hLO, xylenol orange hydroperoxide absorbance; Potency, µM (titrated, usually from 108 µM), inactives show at the top dose activity change, negative = inhibition, hits mostly inhibitors; 1.1% of 580,000 active; note: % is set by controls: 0 for no effect and ±100 for the full control effect
#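 Purified human 12hLO (150 nM final) in 25 mM Hepes, 0.01% Triton X-100, pH 7.0 was preincubated 15 min at room temperature with compound. Then 40 uM arachidonic acid was added, 30 min. Hydroperoxide was read by Fe-XO absorbance ratio 573/405 nm.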
# RGS4 inh = human RGS4 inhibition | P49798 | Transcreener GDP fluorescence polarization, RGS4-accelerated GTP hydrolysis | Potency, µM (top dose mostly 114 µM), for inactives: at the highest dose activity change, negative = inhibition, most hits filed as inhibitors | 0.039% of 390,000 active; note: % is set by controls: 0 for no effect and ±100 for the full control effect; nearly all actives have a fitted effect of over 75% in size; some results filed as inactive show a strong effect at the top dose
# Target sequence (P49798 whole entry, looked up): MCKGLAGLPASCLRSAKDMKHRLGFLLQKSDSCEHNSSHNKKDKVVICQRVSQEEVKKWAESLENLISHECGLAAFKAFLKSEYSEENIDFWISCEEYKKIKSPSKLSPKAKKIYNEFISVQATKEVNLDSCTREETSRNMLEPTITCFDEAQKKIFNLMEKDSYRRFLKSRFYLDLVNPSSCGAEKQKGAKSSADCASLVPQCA
#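 MLSMR compounds (23 nl, pin-transferred) preincubated 10 min at room temperature with a 500nM (2x) first reagent, then RGS4 at 900nM (2x) plus Transcreener GDP mix added; fluorescence polarization (620/688 nm) read before and after 90 min at 30 °C.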
# Vif-A3G inh = inhibitors of Vif-APOBEC3G interaction; 0.076% of 410,000 active; HeLa A3G-eYFP + Vif (tagged APOBEC3G with the HIV-1 protein that degrades it), YFP fluorescence, overnight; Potency, µM (titrated, usually from 46.1 µM), inactives show at the highest dose activity, negative = active, hits mostly inhibitors; AID 602310; Q9HC16;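 note: % is set by controls: 0 for no effect and ±100 for the full control effect; nearly all actives have a fitted effect of over 60% in size; hits raise eYFP signal because A3G escapes Vif-driven loss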
# Target sequence (Q9HC16 whole entry, looked up): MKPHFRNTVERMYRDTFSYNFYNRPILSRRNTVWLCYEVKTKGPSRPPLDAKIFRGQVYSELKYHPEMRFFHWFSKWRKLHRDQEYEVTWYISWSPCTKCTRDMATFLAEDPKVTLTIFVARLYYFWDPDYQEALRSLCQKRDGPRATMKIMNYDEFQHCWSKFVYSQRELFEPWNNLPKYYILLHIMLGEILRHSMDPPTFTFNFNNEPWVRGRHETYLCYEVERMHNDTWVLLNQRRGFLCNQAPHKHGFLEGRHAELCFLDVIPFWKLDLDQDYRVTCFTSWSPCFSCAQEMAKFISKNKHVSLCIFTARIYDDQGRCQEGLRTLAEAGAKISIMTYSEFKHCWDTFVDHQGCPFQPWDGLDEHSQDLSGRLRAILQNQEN
#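 Read-out is eYFP fluorescence (Ex 488/Em 500-530) from Vif-expressing HeLa A3G-eYFP cells; more signal means A3G escaped Vif-mediated degradation. Cells plated overnight, compound pinned in, incubated overnight at 37 deg C.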
# USP1-UAF1 inh = inhibitors of human USP1/UAF1 deubiquitinase | 0.23% of 390,000 active | AID 743255 | Potency, µM (doses to about 57.1 µM), without a hit: at the top dose activity change, negative = inhibition, usual class: inhibitors | recombinant USP1/UAF1, Ub-Rhodamine cleavage fluorescence; note: % is set by controls: 0 for no effect and ±100 for the full control effect; nearly all actives have a fitted effect of over 60% in size; inactives centre near -12
#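 USP1/UAF1 complex (1 nM) preincubated 15 min at room temperature with compound, then Ub-Rho substrate (150 nM final) added. Kinetic fluorescence at 480/540 nm over 6 reads at 60 s intervals; 50 mM HEPES pH 7.8, 0.5 mM EDTA, 0.1 mg/ml BSA, 1 mM TCEP, 0.01% Tween-20.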
# Vif-A3F inh = blocks the Vif interaction with APOBEC3F | HeLa A3F-eYFP + Vif (tagged APOBEC3F with the HIV-1 protein that degrades it), YFP fluorescence increase | Potency, µM (highest dose often 46.1 µM), without a hit: top-dose activity, negative = active | 0.2% of 390,000 active | AID 602313; note: % of control where 0% means no effect; nearly all actives have a fitted effect of over 65% in size
#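 HeLa cells stably expressing Vif plus C-terminally eYFP-tagged A3F were seeded, incubated overnight at 37 deg C, dosed with compound, incubated overnight again at 37 deg C. Yellow fluorescence (Ex 488/Em 500-530) reported blocked Vif-mediated A3F-eYFP degradation.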
# rTrxR1 inhibitor = blocks rat thioredoxin reductase 1 | Potency, µM (highest dose often 114 µM), for the others: at the top dose activity change, negative = inhibition, actives largely listed as inhibitors | recombinant rTrxR1, NADPH fluorescence consumption, selenite substrate | 1% of 390,000 active | O89049 | AID 588453; note: % is set by controls: 0 for no effect and ±100 for the full control effect; nearly all actives have a fitted effect of over 65% in size
#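 Rat TrxR1 (90 nM in the dispensed reagent) was pre-reduced with 400 uM NADPH for 5 min at room temperature, then incubated with compound for 15 min. After 400 uM selenite was added, NADPH fluorescence (Ex 340/Em 450 nm) was followed for 8 min.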
# IDH1 R132H inh = human IDH1 R132H inhibition; AID 602179; IDH1-R132H enzyme, NADPH consumption, diaphorase/resazurin fluorescence; 0.093% of 390,000 active; Potency, µM (series often up to 76.6 µM), for inactives: at the highest dose activity change, negative = inhibition, hits mostly inhibitors; note: % is set by controls: 0 for no effect and ±100 for the full control effect; nearly all actives have a fitted effect of over 65% in size
# Target sequence (O75874 whole entry R132H, stated change not applied): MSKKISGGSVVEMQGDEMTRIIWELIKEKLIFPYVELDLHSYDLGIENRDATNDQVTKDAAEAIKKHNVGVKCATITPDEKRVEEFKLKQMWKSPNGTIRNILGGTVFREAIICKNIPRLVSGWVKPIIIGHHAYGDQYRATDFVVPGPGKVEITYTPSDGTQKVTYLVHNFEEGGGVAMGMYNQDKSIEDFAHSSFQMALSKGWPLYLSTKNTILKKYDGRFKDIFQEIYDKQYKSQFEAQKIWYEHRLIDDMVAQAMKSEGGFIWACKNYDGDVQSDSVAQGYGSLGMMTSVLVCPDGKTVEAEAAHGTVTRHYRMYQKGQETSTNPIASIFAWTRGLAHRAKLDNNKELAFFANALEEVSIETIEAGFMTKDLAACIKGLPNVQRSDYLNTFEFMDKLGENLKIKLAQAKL
#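 IDH1-R132H (0.5 ug/mL) preincubated 30 min with compound, then NADPH (0.016 mM) and alpha-KG (2 mM) added; 80 min at RT, pH 7.5. Remaining NADPH coupled via diaphorase/resazurin to fluorescence (540/590 nm); concentration-response curves normalized to no-enzyme control.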
# TrxR1 substrate = rat thioredoxin reductase 1 substrate activity | O89049 | purified TrxR1 substrate turnover, NADPH consumption readout | Potency, µM (doses to about 114 µM), without a hit: at the highest dose activity change, negative = substrate turnover | 0.01% of 390,000 active | AID 588456; note: % is set by controls: 0 for no effect and ±100 for the full control effect; nearly all actives have a fitted effect of over 50% in size
#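 Rat TrxR1, dispensed at 90 nM, was prereduced with 400 uM NADPH (final) for 5 min at ~22 deg C, then incubated with compound 15 min before 400 uM selenite. A first-read NADPH fluorescence drop versus no-compound background flagged substrates.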
# RXFP1 agonist = activates the human relaxin receptor RXFP1; HEK293T-RXFP1 cAMP TR-FRET, 30 min; response scale: percent of porcine relaxin response, buffer zero; Potency, µM (series often up to 57.5 µM), without a hit: at the highest dose activation, actives largely listed as activators; 0.3% of 370,000 active; AID 2676; note: % is set by controls: 0 for no effect and ±100 for the full control effect; nearly all actives have a fitted effect of over 60% in size; many of its hits are not listed in these tables
#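 HEK293T cells stably expressing RXFP1 were pretreated with the PDE4 inhibitor Ro 20174, exposed to compounds for 30 min at 37C, lysed, and cAMP was read by TR-FRET. Data normalized to buffer (basal) and 29 nM porcine relaxin (100%).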
# * = called active by the depositor; u = inconclusive; x = not tested or not shown; & = joins results of further samples; ! = repeats disagree; [ ] = remark or other dose. Calls come from the whole dose curve; as a rule, active = well fitted curve in the direction sought with a large enough effect; inconclusive = small, poorly fitted or top-dose-only effect, or another doubt; inactive = no such curve, though single readings can be large; an effect the other way counts as inactive or inconclusive. Potency is the fitted concentration of half-maximal effect. Only part of the results is shown; count on the stated rates, not on these rows.
SMILES | RXFP1 agonist | Vif-A3G inh | Vif-A3F inh | ALOX12 inh | RGS4 inh | USP1-UAF1 inh | rTrxR1 inhibitor | TrxR1 substrate | IDH1 R132H inh
C=Cc1cccc(NC(=O)c2ccc(NC(=O)c3ccco3)cc2)c1 | 1.7% | -9% | -3% | -23% | 8% | -15% | 15% | -4% | -7%
O=C(c1ccccc1)N1CCN(C2CCCCCC2)CC1 | 1.7% | 1% | 5% | u | 35% | 8% | -2%[57.1 µM] | 8%[57.1 µM] | 2%
COc1ccc(Cl)cc1C(=O)NNC(=O)c1nc2nc(C)cc(C)n2n1 | 0.3% | -2% | 4% | 3% | 5% | -23% | 8% | 5% | 0%
CCCOc1ccc(CN(CCC#N)C(=S)NC(=O)c2ccccc2)cc1 | 2.0% | 1% | -2% | -15% | -30% | -24% | u | -10% | 3%
COc1ccc(CC(=O)NNC2=Nc3cccc4cccc2c34)cc1OC | -1.3% | -20% | u | 10% | -9% | -21% | -16% | -8% | -3%
COc1ccc(C(C)=O)cc1COC(=O)c1ccc(C)c(S(=O)(=O)N2CCOCC2)c1 | 1.8% | 1% | -12% | 128%[activator] | -46% | -18% | 35µM* | -2% | 3%
CN(C)C(=O)COC(=O)c1ccccc1Nc1ccc(SC(F)F)cc1 | -0.5% | -1% | -2% | -13% | 25% | -13% | 58%[activator] | 5% | -7%
Cc1ccc(NC2C(=O)NC(=O)NC2=O)cc1 | x | 2% | -10% | 2% | -29% | u | -8%[2.29 µM] | -12%[57.1 µM] | -9%
Cc1ccc2c(c1)N(Cc1ccc([N+](=O)[O-])cc1)C=NS2(=O)=O | -0.4% | -4% | -1% | u | 0% | -27% | 15% | 0% | -2%
O=C(Cc1c[nH]c2ccccc12)N1CCN(S(=O)(=O)c2cccc(Cl)c2Cl)CC1 | -0.2% | -6% | -13% | u | -18% | -18% | 15% | -5% | 13%
Cc1oc(-c2ccc(Cl)cc2)nc1Cn1c(=O)cc(C)c2c(C)nn(-c3cccc(F)c3)c21 | -2.7% | 5% | -2% | -13% | -7% | 4% | 12%[57.1 µM] | 2%[57.1 µM] | -10%
Cc1ccc(Cn2c(=O)n(CCc3ccccc3)c(=O)c3sc4ccccc4c32)cc1 | 2.9% | 6% | 0% | -2% | 20% | -3% | 3% | -2% | 28%
Cc1ccc(S(=O)(=O)N(C)c2ccc(C(=O)NC3CCCCC3)cc2)cc1 | x | 2% | 0% | -22% | x | 2% | x | x | 4%
Oc1ccc(/C=N/N2CCN(Cc3ccccc3)CC2)cc1 | -0.4% | 1% | 7% | 12% | 28% | 0% | 25% | -1% | -2%
CC1CCc2cc(F)ccc2N1S(=O)(=O)c1ccc(Cl)nc1 (stereo not drawn) | 3.5% | -15% | -2% | 17% | 31% | -24% | 4% | -6% | 3%
O=[N+]([O-])c1ccc(/C=C/C2=NN(c3ccccc3)C(c3ccco3)C2)o1 (stereo not drawn) | 4.9% | u | u | 157%[activator] | -16% | -10% | -72% | -6% | 6%
COc1ccc(Nc2ncnc3onc(C)c23)c(OC)c1 | 0.5% | 3% | -3% | -7% | 0% | -10% | 16% | 3% | -2%
Cc1oc2c(cc(NS(=O)(=O)c3ccc(C(C)C)cc3)c3ccccc32)c1C(=O)O | 3.1%&-0.3% | -9%&-14% | u | u | -19%&15% | 28µM*! | -21%&3% | -1%&-4% | 0%&16%
CCOc1ccccc1NC(=S)NCCCn1ccnc1 | 17% | -4% | 3% | -1% | 11% | -21% | 36% | 9% | 0%
COc1ccccc1N1CCN(C2CCN(S(=O)(=O)c3ccc(C)cc3)CC2)CC1 | -0.3% | 0% | -13% | -7% | 16% | -5% | 12% | 0% | -5%
Cc1ccc(NC(=O)CCl)cc1S(=O)(=O)N1CCCCCC1 | 3.6% | u | -8% | -5% | -2% | -21% | u | 11% | 1%
COc1ccc(-c2noc(CCN3C(=O)c4ccccc4C3=O)n2)cc1OC | 18% | 2% | 2% | -2% | -15% | -21% | -8% | 0% | 9%
CC(C)(CNC(=O)CC1C(=O)NCCN1Cc1cccc(F)c1F)N1CCOCC1 (stereo not drawn) | -1.8% | 1% | -1% | -4% | 15% | -28% | 15% | 7% | 0%
O=C1NC(Cc2c[nH]c3ccccc23)C(=O)N1CCOc1ccccc1 (stereo not drawn) | 6.7% | 1% | 7% | -19% | -23% | -18% | 0%[57.1 µM] | 4%[57.1 µM] | 12%
COc1ccccc1Nc1nc(Cl)c(C=O)s1 | 7.8% | u | u | -23% | 1% | -14% | 17%[57.1 µM] | 10%[57.1 µM] | -1%
COc1ccc(OC)c(C2=Nn3c(nnc3-c3cc(OC)c(OC)c(OC)c3)SC2)c1 | 20% | -8% | -9% | -21% | -4% | -12% | 3% | 1% | 11%
Cc1ccc(C2Nc3ccccc3-c3nc4ccccc4n32)o1 (stereo not drawn) | -1.0% | 1% | -5% | 2% | 0% | -1% | 2% | 167%[activator] | 4%
CC1CCc2cc(F)ccc2N1C(=O)c1cccs1 (stereo not drawn) | 0.3% | -5% | 8% | 11% | 11% | -29% | 13% | 1% | -1%
COc1ccc(/C=C/C(=O)Oc2ccc(C)cc2)cc1 | 2.4% | 4% | 1% | -11% | -7% | -19% | 15% | -4% | 4%
C#CC(CC)(CC)NC(=O)/C=C/C(=O)O | -1.2% | 2% | 8% | 67%[activator] | 23% | -3% | 17%[57.1 µM] | 5%[57.1 µM] | 3%
CCCC(C(=O)NCCC(C)C)N(Cc1ccccc1)C(=O)c1snc(C(N)=O)c1N (stereo not drawn) | 0.2% | 2% | -5% | u | -15% | -21% | 3% | -8% | 8%
O=c1c(C(c2ccc(O)cc2)c2c(O)nc3n(c2=O)CCS3)c(O)nc2n1CCS2 | 10.0% | 0% | 2% | 391%[activator] | u | -4% | 3.2µM* | -7% | 18%
COc1ccc(CNC(=O)c2ccc3c(c2)N(Cc2cccc(Cl)c2)C(=O)c2ccccc2S3)c(OC)c1 | 2.9% | -7% | -7% | -21% | -13% | -7% | 19%[57.1 µM] | 3%[57.1 µM] | 18%
CCOC(=O)C1CCCN(C(=O)Cn2ncc3c(=O)oc4ccc(C)cc4c32)C1 (stereo not drawn) | x | 2% | -1% | x | 9% | -4% | 23%[57.1 µM] | 10%[57.1 µM] | -12%
COc1ccc(Nc2nc3ccc(OC)cc3s2)cc1 | -0.1% | -2% | -2% | u | 9% | -12% | 29%[57.1 µM] | 2%[57.1 µM] | 9%
C#CCN(C[C@@H]1[C@@H](OC(=O)NCCCCCC)[C@@H](OC(=O)NCCCCCC)Cn2c(=O)ccc(=O)n21)S(=O)(=O)c1ccc(C)cc1 | x | u | 0% | u | x | -3% | x | x | 0%
CN1CCN2c3ccccc3CC3(C(=O)OC(C)(C)OC3=O)C2C1 (stereo not drawn) | x | 4% | x | x | 1% | x | 11% | -1% | x
CCOc1ccc2nc(N3CCC(C(=O)N4CCN(c5ccccn5)CC4)CC3)sc2c1 | -0.3% | 2% | -1% | x | 10% | -22% | 22% | -3% | -6%
COc1ccc(N2CCN(CCOc3ccc4c(C)cc(=O)oc4c3)CC2)cc1 | -0.5% | -4% | 2% | 0% | -6% | -14% | 1% | 5% | -1%
CCN(CC(=O)Nc1ccc(OC)cc1)CC(=O)Nc1sc2c(c1C(=O)OC)CCCC2 | 4.9% | -6% | 9% | 186%[activator] | -14% | -19% | 15% | 0% | 0%
O=C(CN1CCN(Cc2ccc(Cl)cc2)C1=O)NCc1cccs1 | -0.1% | 1% | 4% | 13% | 16% | -22% | 22% | 1% | -13%
Nc1c(-c2ccccc2)cnn1-c1ccccc1 | 1.0% | -2% | -19% | x | 4% | -10% | 3% | -6% | 2%
O=C(NCCCn1ccnc1)C(=O)NCC1OCCN1S(=O)(=O)c1ccc(F)cc1 (stereo not drawn) | 0.9% | 5% | 0% | 23% | 23% | -4% | 8%[57.1 µM] | 6%[57.1 µM] | -1%
CCOc1cc(/C=N/NC(=O)CN2CCCCC2)ccc1O | 1.4% | 1% | -3% | 0% | 15% | -10% | 1%[57.1 µM] | -4% | 3%
CCOC(=O)C(Cc1c[nH]c2ccccc12)NC(=O)COc1ccc(Cl)c(C)c1 (stereo not drawn) | 0.4% | -4% | -14% | u | -9% | -17% | 20% | 3% | -6%
COc1ccc(NC(=O)CSc2nc3nc(C)c(Cc4ccccc4)c(C)n3n2)cc1OC | 6.3% | 1% | -6% | -17% | -13% | 0% | 6%[57.1 µM] | -2%[57.1 µM] | 15%
Cc1ccc(CN2CCNC(=O)C2CC(=O)N(C)C2CCOCC2)cc1 (stereo not drawn) | 0.8% | 0% | 6% | 165%[activator] | -31% | -8% | -30% | 11% | 5%
Cc1ccccc1NC(=O)C1CCN(C(=O)NC2CCCCC2)CC1 | -0.1% | -1% | 1% | -3% | -18% | -13% | 30%[57.1 µM] | -15%[57.1 µM] | 4%
CSCC[C@H](NC(=O)OC(C)(C)C)C(=O)NCC1CCC(C(=O)O)CC1 (stereo partly drawn) | 0.4% | 1% | 0% | 11% | 18%[11.4 µM] | -8% | 34%[activator] | 8% | -13%
